# Compound activity (PubChem)
# TRPC6 act = activates the mouse TRPC6 cation channel; Q61143; hit rate 0.13% among 310,000; B-score at 10 µM; HEK293-TRPC6 membrane potential dye fluorescence; active compounds read high;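 active = B-score of the integrated fluorescence ratio above library mean plus 3 SD, and starting fluorescence ratio within library mean plus 5 SD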;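 also: higher score means more depolarization so channel activation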
# MrgX1 PAM = allosterically activates human MrgX1 receptor signaling; Q96LB2; hit rate 0.63% among 310,000; MrgX1-HEK293, Fluo-4 calcium flux, FDSS; active compounds read high; B-score at 10 µM; AID 588675;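 active = plate-corrected calcium response at least 3 library SD above typical, normal starting fluorescence, not activating the receptor alone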;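 also: compound read alongside a low EC10 to EC30 dose of BAM8-22 agonist; peak minus trough fluorescence over baseline measured at the second addition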
# Target sequence (Q96LB2 whole entry, looked up): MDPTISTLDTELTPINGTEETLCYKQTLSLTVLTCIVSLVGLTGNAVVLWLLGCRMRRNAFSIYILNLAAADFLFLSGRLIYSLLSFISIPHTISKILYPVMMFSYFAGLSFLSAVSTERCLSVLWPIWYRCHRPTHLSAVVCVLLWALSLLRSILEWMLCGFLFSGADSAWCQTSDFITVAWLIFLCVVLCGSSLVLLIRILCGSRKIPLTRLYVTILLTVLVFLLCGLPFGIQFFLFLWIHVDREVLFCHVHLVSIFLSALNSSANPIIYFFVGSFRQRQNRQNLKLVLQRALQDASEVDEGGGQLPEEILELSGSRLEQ
# TRPC4 agonist = activators of mouse TRPC4 channel | AID 2237 | B-score at 10 µM | HEK293 TRPC4beta/mu-opioid, Fluo4 calcium fluorescence; active compounds read high | hit rate 0.49% among 310,000 | Q9QUQ5;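 active = B-score above 5 SD of library B-scores, and initial fluorescence ratio not above library mean plus 5 SD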;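 also: positive B-score marks a calcium rise read as TRPC4 activation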
#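 Assay system: HEK293 cells stably co-expressing mouse TRPC4beta and mu-opioid receptor / Timing: Fluo4 dye loading 45 min at room temperature, 110 s recording / Signal: Fluo4 calcium-sensitive dye fluorescence, kinetic, 1 Hz baseline / Read-out: integrated baseline-normalised fluorescence ratio, converted to per-well B score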
# TRPC4 block = blocks the mouse TRPC4 cation channel. HEK293 TRPC4beta/mu-opioid, DAMGO-evoked Fluo4 calcium flux; active compounds read low. B-score at 10 µM. hit rate 0.39% among 300,000. AID 2247;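 active = B-score over 3 SD under the library average, no early fluorescence shift, positive overall ratio signal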
#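 Assay system – HEK293 line stably carrying TRPC4beta and mu-opioid receptor · Doses – single dose · Detection – Fluo4 calcium-dye fluorescence, kinetic read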
# MrgX1 agonist = activates human MrgX1 receptor signaling; MrgX1-HEK293 cells, Fluo-4 calcium fluorescence, agonist mode; active compounds read high; B-score at 10 µM; AID 588627; Q96LB2; hit rate 0.44% among 310,000;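 active = calcium response B-score plate-corrected fluorescence ratio at least 3 library SD, with starting fluorescence B-score inside 5 SD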
#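 System – MrgX1-expressing HEK293 cells · Incubation – cells plated overnight, dye loaded 0.5 h 37 °C, 0.5 h room temperature · Technique – kinetic Fluo-4 NW fluorescence of intracellular calcium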
# ANO1 activ = activates or potentiates the mouse TMEM16A chloride channel. HEK293 TMEM16A/YFP-H148Q/I152L, iodide quench fluorescence; active compounds read low. B-score at 10 µM. hit rate 0.3% among 340,000;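 active = fluorescence-ratio B-score plate-corrected deviation score at least 3 library SD below zero, with starting fluorescence score within 5 deviations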;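 also: channel opened by trigger with iodide after compound preincubation; score built on the fluorescence ratio of max minus min over baseline; more negative score means more quench and so TMEM16A activation or potentiation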
# TRPC6 inh = blocks the mouse TRPC6 cation channel. B-score at 10 µM. AID 2553. Q61143. HEK293-TRPC6, membrane potential dye, ACh-evoked depolarization; active compounds read low. hit rate 1.1% among 310,000;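 active = B-score under library mean minus 3 SD, initial fluorescence not abnormally high, positive integrated signal ratio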;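 also: B-score derived from integrated fluorescence ratio over the kinetic read; more negative B-score means stronger inhibition of depolarization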
# RGS4 inh = inhibitors of human RGS4; P49798; HEK293 M3R/RGS4 inducible, Fluo-4 calcium flux; active compounds read high; triggered by carbachol at its EC20; B-score at 10 µM; hit rate 0.45% among 310,000; AID 463165;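 active = B-score, a plate-corrected calcium signal, over three deviations above library mean, with baseline fluorescence within five deviations of library mean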;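 also: RGS4 expression induced by doxycycline in cells with stable M3 receptor; B-score is computed from the integrated fluorescence ratio over baseline after carbachol; higher B-score means a larger calcium signal and so more RGS4 inhibition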
# Target sequence (P49798 whole entry, looked up): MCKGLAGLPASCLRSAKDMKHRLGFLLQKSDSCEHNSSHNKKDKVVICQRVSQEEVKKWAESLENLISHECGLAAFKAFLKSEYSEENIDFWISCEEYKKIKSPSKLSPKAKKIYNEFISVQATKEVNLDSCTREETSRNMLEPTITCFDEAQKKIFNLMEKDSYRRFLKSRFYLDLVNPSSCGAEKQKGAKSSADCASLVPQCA
# TRPC4 PAM = allosterically enhances the mouse TRPC4 cation channel; Q9QUQ5; hit rate 0.42% among 310,000; B-score at 10 µM; HEK293 TRPC4beta/mu-opioid, DAMGO EC20, Fluo-4 Ca2+ flux; active compounds read high;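 active = B-score of calcium response area above 5 SD of library B-scores, with initial fluorescence ratio within 5 SD of library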;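 also: B-score of integrated fluorescence ratio over time as area under calcium response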
# MrgX1 antagonist = antagonists of human MrgX1 receptor; MRGX1-HEK293 calcium flux, Fluo-4, BAM8-22 antagonism; active compounds read low; AID 588676; Q96LB2; hit rate 1.3% among 310,000; B-score at 10 µM;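 active = calcium-response B-score plate-corrected more than 3 library SD below zero, starting fluorescence within 5 deviations, no agonist response on first addition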;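 also: peak minus trough fluorescence over baseline after final BAM8-22 challenge near maximal dose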
# ANO1 block = mouse TMEM16A channel inhibition, primary screen. normalized B-score (activity score, 25-100; higher = stronger inhibition) at 10 µM. Q8BHY3. HEK293 TMEM16A/YFP iodide influx fluorescence, ionomycin. hit rate 1.2% among 310,000;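 active = ratio plate-corrected score three or more library SD toward inhibition, starting fluorescence score within five deviations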;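 also: score derived from kinetic fluorescence span divided by baseline fluorescence per well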
# Numbers without * were called inactive; i = inactive; nt = no result given.
# Below each SMILES – TRPC4 agonist | MrgX1 agonist | ANO1 block | TRPC4 PAM | MrgX1 antagonist | TRPC4 block | MrgX1 PAM | RGS4 inh | TRPC6 act | ANO1 activ | TRPC6 inh
O=S(=O)(NCc1ccccc1)c1ccc(S(=O)(=O)N2CCCCC2)cc1
  i | i | i | i | i | i | i | i | i | i | i
O=C(c1ccccc1)N1CCN(C(=S)NCc2ccc3c(c2)OCO3)CC1
  i | i | i | i | i | i | i | i | i | i | i
O=C(CCC(=O)OCC(F)(F)C(F)F)Nc1ccccc1F
  i | i | i | i | i | i | i | i | i | i | i
CCC(Sc1nc2ccsc2c(=O)n1-c1ccc(Cl)c(C)c1)C(=O)NCc1ccco1 (configuration not stated)
  i | i | i | i | i | i | i | i | i | i | i
Cc1ccc(NC(=O)C(NC2CCCc3ccccc32)c2ccccc2)c([N+](=O)[O-])c1 (configuration not stated)
  i | i | i | i | i | i | i | i | i | -5.8* | i
N#Cc1cc(NC(=O)c2ccc(F)cc2)c(=O)n2c1[nH]c1ccccc12
  i | i | i | i | i | i | i | i | i | nt | i
Cc1c(C(=O)N(Cc2cccc(Br)c2)C2CCS(=O)(=O)C2)oc2ccc(F)cc12 (configuration not stated)
  i | i | i | i | i | i | i | i | i | i | i
[O-]C1=N/[N+](=C/c2ccccc2Cl)CC1
  i | i | i | i | i | i | i | i | i | i | i
O=C(/C=C/c1ccc2c(c1)OCO2)N1CCCCC1
  i | i | i | i | i | i | i | i | i | i | i
CCOc1ccc(C(=O)OCCCN(C)C)cc1
  i | i | i | i | i | i | i | i | i | i | i
CC(=O)N1N=C(c2ccccc2OC(=O)/C=C/c2ccccc2)CC1c1ccccc1 (configuration not stated)
  i | i | i | i | i | i | i | i | i | i | i
O=C(CCS(=O)(=O)c1ccccc1)N(CCCN1CCOCC1)c1nc2c(F)cccc2s1
  i | i | i | i | i | i | i | i | i | i | i
CC(=O)c1ccc(S(=O)(=O)N2CCN(c3ccccc3F)CC2)cc1
  i | i | i | i | i | i | i | i | i | i | i
CCCCOC(=O)c1ccc(NS(=O)(=O)c2cc(-c3nnnn3CC)ccc2OC)cc1
  i | i | i | i | i | i | i | i | i | i | i
O=C1C(Cc2ccc(O)cc2)NC(=S)N1Cc1ccccc1 (configuration not stated)
  i | i | i | i | i | i | 9.5* | i | i | i | i
COc1ccc(CCNC(=O)c2ccc(N3CCCCS3(=O)=O)cc2)cc1OC
  i | i | i | i | i | i | i | i | i | i | i
Cc1ccc(C(=O)N2CCN(c3ccccc3F)CC2)cc1NC1=NC2CS(=O)(=O)CC2S1 (configuration not stated)
  i | i | i | i | i | i | i | i | i | i | i
O=C1OC2(O)C3C4C=CC(C4)C3C(=O)N2c2ccccc21 (configuration not stated)
  i | i | i | i | i | i | i | i | i | i | i
O=c1[nH]c2ccccc2n1CCCN1CCN(C(c2ccccc2)c2ccccc2)CC1
  i | nt | nt | i | nt | i | nt | i | i | nt | i
CCCCOCCCNC(=O)c1c(-c2ccccc2)noc1C
  i | i | 25* | i | i | i | i | i | i | i | i
COc1ccc(-c2cc(C(=O)NCCCN3CCOCC3)c3cc(C(C)C)ccc3n2)cc1
  i | i | i | i | i | i | i | i | i | i | i
Cc1ccc(-c2csc(N(CCO)CCCn3c(C(F)(F)F)nc4ccccc43)n2)cc1
  i | i | i | i | i | i | i | i | i | i | i
Cc1cccc(NS(=O)(=O)c2cccc(C(=O)NCC(C)(C)N3CCOCC3)c2)c1
  i | i | i | i | i | i | i | i | i | i | i
COC(=O)c1nc2nc(C)cc(C(F)(F)F)n2n1
  i | i | i | i | i | i | i | i | i | i | i
Cc1ccccc1NC(=O)c1cn2c(nc3ccccc32)c(C#N)c1C
  i | i | i | i | i | i | i | i | i | i | i
COc1ccc(C)cc1NS(=O)(=O)c1ccc(NC(=O)CN(c2cc([N+](=O)[O-])ccc2C)S(C)(=O)=O)cc1
  i | i | i | i | i | i | i | i | i | i | i
Cc1ccsc1/C=N/NC(=O)c1ccc2c(c1)OCCO2
  i | i | i | i | i | i | i | i | i | i | i
CCC(C)(C)C(=O)Nc1cc([N+](=O)[O-])ccc1F
  i | i | i | i | i | i | i | i | i | i | i
Cc1cc(N2CCOCC2)nc2ccc(NC(=S)NCc3ccc4c(c3)OCO4)cc12
  i | i | i | i | i | i | i | i | i | i | i
Oc1c(C=Nc2cccc3nsnc23)ccc2ccccc12
  i | i | i | i | i | i | i | i | i | nt | i
O=C(c1ccc2ccccc2c1)C1CCCN(C(=O)c2noc3c2CCCC3)C1 (configuration not stated)
  i | i | 25* | i | i | i | i | i | i | i | i
CCOC(=O)c1cccc(NC(=O)COc2nsnc2N2CCOCC2)c1
  i | i | i | i | i | i | i | i | i | i | i
COc1ccc(C)cc1NC(=O)C(=O)c1cn(CC(=O)N2CCCC2)c2ccccc12
  i | i | i | i | i | i | i | i | i | i | i
CNC(=O)CCCN1C(=O)c2ccccc2Sc2ncccc21
  i | i | i | i | i | i | i | i | i | i | i
Cc1cc(Nc2ccc3c(c2)OCCO3)n2ncnc2n1
  i | i | i | i | i | i | i | i | i | i | i
CCCn1c(NCc2cccc(OC)c2OC)nc2ccccc21
  i | i | i | i | i | i | i | i | i | i | i
COc1ccc(Cc2nnc(N/N=C/c3ccc(O)cc3)[nH]c2=O)cc1OC
  i | i | i | i | i | i | i | i | i | i | i
Cc1nc2cc(C(=O)O)ccc2n1-c1ccc(F)cc1F
  i | i | i | i | i | i | i | i | i | i | i
CCC(=O)N1CCc2cc(Br)cc(S(=O)(=O)CC(=O)OC)c21
  i | i | i | i | -5.9* | i | i | i | i | i | i
Cc1ccc(S(=O)(=O)NCCc2c[nH]c3ccccc23)cc1
  i | i | i | i | i | i | i | i | i | i | i
CCOC(=O)C1CCCN(c2c(NCC3CCCO3)c(=O)c2=O)C1 (configuration not stated)
  i | i | i | i | i | i | i | i | i | i | i
Cc1ccc(-c2cc(C(=O)N/N=C/c3cccnc3)n[nH]2)o1
  i | i | i | i | i | i | i | i | i | i | i
Nc1ccc(S(=O)(=O)NC2(C(F)(F)F)NC(=O)N(c3ccccc3F)C2=O)cc1 (configuration not stated)
  i | i | i | i | i | i | i | i | i | i | i
O=C(Nc1ccc(F)cc1F)NC1CCN(Cc2c(F)cccc2Cl)CC1
  i | i | i | i | i | i | i | i | i | i | i
S=C1SCN(Cc2cccnc2)CN1Cc1cccnc1
  i | i | i | i | i | i | i | i | i | i | i
Cc1ccc(C2CC(c3cccs3)=NN2S(=O)(=O)c2ccc(C)cc2)cc1 (configuration not stated)
  i | i | i | i | i | i | i | i | i | i | i
Cc1csc(/N=C/c2ccc([N+](=O)[O-])cc2)n1
  nt | i | i | nt | i | nt | i | nt | nt | i | nt
COc1ccc(CNC(=O)COc2ccc(C(=O)c3ccc(F)cc3)cc2)cc1
  i | i | i | i | i | i | i | i | i | i | i
CCCCOc1ccc([N+](=O)[O-])cc1C(=O)O
  i | i | i | i | i | i | i | i | i | i | i
Cc1cc(O)cc(C)c1NS(=O)(=O)c1ccc2ccccc2c1
  i | i | i | i | i | i | i | i | i | i | i
Cc1ccccc1NC(=S)N(CCCN1CCOCC1)Cc1cccnc1
  i | i | i | i | i | i | i | i | i | i | i
COc1cccc(N=Cc2ccc(O)cc2O)c1
  i | i | i | i | i | i | i | i | i | i | i
CCC(=O)N1CCc2cc(S(=O)(=O)CCC(=O)Nc3cccc(C)n3)ccc21
  i | i | i | i | i | i | i | i | i | i | i
Cc1c(-c2cccc(Cl)c2)nc2ccccc2c1C(=O)OCC(=O)Nc1ccc2c(c1)OCO2
  i | i | i | i | i | i | i | i | i | i | i
Cc1cc(-c2nnc(SCC(=O)NC3CC3)n2C(C)C)cs1
  i | i | i | i | i | i | i | i | i | i | i
Cc1ccc(S(=O)(=O)N2CCOCC2)c(C)c1NS(C)(=O)=O
  i | i | i | i | i | i | i | i | i | i | i
O=C(NC1CCCCCC1)c1cccnc1Sc1ccccc1
  i | i | i | i | i | i | i | i | i | i | i
CCN(CC)S(=O)(=O)c1ccc(/C=C/C(=O)OCC#N)cc1
  i | i | i | i | i | i | i | i | i | i | i
COc1ccc(CNC(=O)C2CC(O)CN2C(=O)Nc2ccccc2)cc1 (configuration not stated)
  i | nt | nt | i | nt | i | nt | i | i | i | i
C=CCn1c(C)csc1=Nc1ccccc1C
  i | i | i | i | i | i | i | i | i | i | i

# (cont.)
# Below each SMILES – TRPC4 agonist | MrgX1 agonist | ANO1 block | TRPC4 PAM | MrgX1 antagonist | TRPC4 block | MrgX1 PAM | RGS4 inh | TRPC6 act | ANO1 activ | TRPC6 inh
CC(=O)c1cccc(CN2CCN(Cc3ccccc3)C(CCO)C2)c1 (configuration not stated)
  i | i | i | i | i | i | i | i | i | i | i
C/C(Cn1nnc([N+](=O)[O-])n1)=N\NC(=O)c1ccc(Cl)c(Cl)c1
  i | i | i | i | i | i | i | i | i | i | i
Cc1ccc(C(C(=O)NC(C)(C)C)N(Cc2ccco2)C(=O)CCC(=O)Nc2ccccn2)cc1 (configuration not stated)
  i | i | i | i | i | i | i | i | i | i | i
COc1ccc(S(=O)(=O)N2CCCc3ccccc32)cc1[N+](=O)[O-]
  i | i | i | i | i | i | i | i | i | i | i
COc1cccc(-c2nc(CS(=O)(=O)CC(=O)Nc3ccc(C(C)=O)cc3)c(C)o2)c1
  i | i | i | i | i | i | i | i | i | i | i
C=CCn1c(CSc2nc3ccccc3s2)nnc1SCC(=O)NCc1cccnc1
  i | i | i | i | i | i | i | i | i | i | i
C=CCn1c(SCC(=O)c2[nH]c(C)c(C(=O)OCC)c2C)nc2scc(-c3ccccc3)c2c1=O
  i | i | i | i | i | i | i | i | i | i | i
CCc1ccc(CNC(=O)CCS(=O)(=O)Cc2ccc(C)cc2)cc1
  i | i | i | i | i | i | i | i | i | i | i
